Screening results from PubChem.
PLAP inhibitors HTS: PLAP enzyme inhibitors, biochemical, luminescence, HTS (AID 690). 0.08% of 96,000 active. inhibition, % at 20 µM, or IC50 in µM where a hit was titrated. purified PLAP, luminescent substrate; higher % means a stronger effect; in the data active means a potency from the dose series; inactive means the rest, 99 in 100 with inhibition below about 30%; further: strong numbers were not always called active
NFkB transloc pot: enhances IL-1B driven NFkB nuclear translocation. HUVEC IL-1B NFkB p65 nuclear translocation imaging. activation, % at 2 µM. 0.3% of 94,000 active. AID 819;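 active means activation above 40%, about the mean plus 3 SD, also judged a hit on visual image review; inconclusive means activation above 40% but not a hit on visual review; inactive means activation not above 40% and no visual hit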;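 further: percent activation is computed from the nuclear over cytoplasmic p65 intensity ratio; values of inactives mirror those of a sister screen read the other way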
IL1B NFkB inh: blocks IL-1B driven NFkB nuclear translocation in HUVEC cells | HUVEC IL-1B NFkB p65 nuclear translocation imaging | inhibition, % at 2 µM | 0.43% of 94,000 active;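 active means inhibition above about 30% together with a positive call from visual inspection of the well image, limit read from the data; inconclusive means inhibition above a set limit but visual check negative; inactive means inhibition not above a set limit, visual check negative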;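 further: nuclear over cytoplasmic p65 intensity ratio measured by imaging; 0% = IL-1B stimulated DMSO wells and 100% = unstimulated DMSO wells; values of inactives mirror those of a sister screen read the other way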
MRP reversal: MRP-mediated drug resistance reversal. H69AR cells + 2 uM doxorubicin, CellTiter-Glo, 72 h. differential viability (reversal), % at 10 µM. 0.04% of 85,000 active. AID 602;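 active means viability drop by adding the cancer drug above about 55%, with treated viability meeting a 40% cutoff, limit read from the data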;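 further: viability without doxorubicin minus viability with 2 µM doxorubicin for each compound; larger differential means the compound sensitizes cells more to doxorubicin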
Bcl-B displacement: displacers of TR3 peptide from Bcl-B, primary screen, selectivity assay for Bfl-1 inhibitor project, biochemical, fluorescence polarization; FP displacement of FITC-TR3 peptide from Bcl-B; higher % means a stronger effect; 0.11% of 96,000 active; displacement, % at 20 µM; hits with a dose series show IC50 in µM;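 active means displacement above 50% at 20 µM plus a fluorescence interference ratio under 1.5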;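 further: plate controls were wells without compound for no effect and wells lacking Bcl-B protein for full effect; a part of the inactive calls stands beside numbers as strong as those of hits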
MRP reversal cytotoxicity: second read-out of MRP reversal, no call of its own (marks repeat the call); viability, %; H69AR cells, CellTiter-Glo, 72 h; measured here: cytotoxicity without doxorubicin
MRP reversal with doxorubicin: recorded beside MRP reversal, whose call it bears; viability, %; measured here: viability with 2 uM doxorubicin; active compounds read low
IL1B NFkB inh cell count 2 µM: second read-out of IL1B NFkB inh, no call of its own (marks repeat the call); cell count; measured here: cells passing quality filter;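 raw number of nuclei counted in each imaged well without normalization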
NFkB transloc pot cell count 2 µM: further read-out of NFkB transloc pot, marked with its call; cell count; measured here: cells passing quality filter
Starred values were filed as active, the others as inactive; ? = inconclusive; . = no result given.

No.	SMILES	PLAP inhibitors HTS	NFkB transloc pot	NFkB transloc pot cell count 2 µM	IL1B NFkB inh	IL1B NFkB inh cell count 2 µM	MRP reversal	MRP reversal cytotoxicity	MRP reversal with doxorubicin	Bcl-B displacement
1	Cc1cc(C(=O)NCC(c2ccco2)N(C)C)no1 (configuration not stated)	-14%	-6	135	6	135	.	.	.	2%
2	CCCCc1ccc(NC(=O)N[C@H](C(=O)O)C(C)CC)cc1 (some centres not stated)	-48%	10	146	-10	146	16	101	86	-12%
3	CON(C)S(=O)(=O)c1ccc2c(c1)NC(=O)C1CCCN21 (configuration not stated)	-12%	7	131	-7	131	.	.	.	0%
4	CCCCCCC(=O)Nc1ccc(Cl)cn1	8%	5	119	-4	119	12	94	82	-2%
5	COC(=O)c1ccccc1NC(=S)NC(=O)COc1ccccc1Cl	-3%	15	111	-15	111	.	.	.	-3%
6	Cc1cc(C)nc(SCCS(=O)(=O)Cc2ccc(Cl)cc2)n1	.	-3	99	4	99	5	85	79	.
7	Cc1ccc(CNC(=O)C2CCCN(S(=O)(=O)c3c(C)noc3C)C2)cc1 (configuration not stated)	18%	6	100	-6	100	13	93	80	-8%
8	O=c1c2ccccc2nnn1Cc1nnc(-c2ccccc2Br)o1	-1%	11	98	-11	98	-15	92	106	-3%
9	COC(=O)c1ccc(CN(C(C)=O)c2ccccc2)o1	12%	26	103	-26	103	3	101	99	-6%
10	NC(=O)CNC(=O)C1CCCc2c1[nH]c1ccc(Cl)cc21 (configuration not stated)	-6%	1	154	-1	154	.	.	.	0%
11	CCCN(CCC)CCNC(=O)Cn1cnc2sc(C)c(S(=O)(=O)N3CCOCC3)c2c1=O	.	27	102	-27	102	-1	90	91	.
12	CCCCn1c(C(C)O)nc2ccccc21 (configuration not stated)	7%	15	151	-15	151	6	90	84	-8%
13	Cn1c(=O)c(C(=O)Nc2ccccn2)c(O)c2ccccc21	-4%	-7	155	8	155	-10	19	30	-17%
14	COc1cc(C(O)P(=O)(OC(C)C)c2ccc(N(C)C)cc2)cc(OC)c1OC (configuration not stated)	-49%	16	88	-16	88	4	85	81	-15%
15	Cc1cccc(-n2ncc3c(NCCCN4CCCC4=O)ncnc32)c1	-4%	10	157	-10	157	6	76	70	-10%
16	COc1cc(NC(=O)c2ccco2)c(OC)cc1NC(=O)c1cc(OC)c(OC)c(OC)c1	-44%	17	75	-17	75	7	24	17	-2%
17	COc1ccc(S(=O)(=O)Cc2ccc(C(=O)N3CCN(C4CCCCC4)CC3)o2)cc1	-88%	-2	187	2	187	4	87	83	7%
18	CCSC1=NC(C)(C)C=C(C)N1	18%	-4	107	4	107	.	.	.	6%
19	COc1ccc(Cl)cc1S(=O)(=O)N1CCCC(C(=O)NCC(N)=O)C1 (configuration not stated)	.	25	101	-25	101	.	.	.	.
20	COc1ccc(S(=O)(=O)N2CCC(C(=O)N3CCCC3)CC2)cc1	-33%	2	128	-2	128	23	109	86	-13%
21	Cc1ccc(C(=O)NCCSC2CCCCC2)cc1S(=O)(=O)Nc1ccccc1	7%	?	.	-80	155	.	.	.	9%
22	O=C(Nc1cccc(C(=O)N2CCN(Cc3ccccc3)CC2)c1)c1ccccc1	-60%	-5	93	5	93	1	88	88	2%
23	CCCOc1ccc(C(=O)NCCCn2ccnc2)cc1	-7%	-1	131	1	131	5	97	92	-8%
24	O=C(CN(Cc1ccc2c(c1)OCO2)C(=O)CNS(=O)(=O)c1ccccc1)NCc1ccco1	14%	6	108	-6	108	21	103	82	-5%
25	CCCCCOc1ccc(CN2CCOCC2)cc1Cl	-37%	.	.	.	.	13	92	79	-1%
26	COC(=O)c1[nH]c2cccc(OC)c2c1NC(=O)CN1CCOCC1	-8%	0	106	0	106	4	100	97	2%
27	CCC(C)(C(=O)NC1CCCCC1)N(C(=O)c1cnccn1)c1c(C)n(C)n(-c2ccccc2)c1=O (configuration not stated)	-32%	14	107	-14	107	11	102	91	-7%
28	N#Cc1c(NC(=O)Cn2nc(C(F)(F)F)c3c2CCCC3)sc2c1CCC2	5%	3	145	-3	145	.	.	.	-2%
29	Cc1nc(NC(=O)CSc2nnc3ccccn23)c(Cl)cc1Cl	2%	2	180	-2	180	-6	83	88	-1%
30	CCNS(=O)(=O)c1ccc(NC(=O)c2cc(C(F)(F)F)nn2C)cc1	5%	4	188	-4	188	-7	80	87	1%
31	CCCn1nnnc1NCc1cccn1C	0%	28	190	-28	190	14	104	90	-8%
32	NC(=O)NCc1ccc(Cl)cc1	10%	6	181	-6	181	.	.	.	0%
33	CC(=O)Nc1c(O)nc(SCC(=O)N2CCN(c3ccc(F)cc3)CC2)[nH]c1=O	8%	5	169	-5	169	1	92	91	-6%
34	CCOC(=O)c1sc(C)c2c1NC1(CCCCC1)NC2=O	0%	20	144	-20	144	-1	71	72	-4%
35	CCN(CC)S(=O)(=O)c1ccc2c(c1)nc(SCC(=O)N1CCOCC1)n2-c1ccccc1OC	-41%	13	143	-13	143	.	.	.	3%
36	CCN(CC)C(=O)c1sc(NC(=O)c2ccco2)c(C#N)c1C	.	-4	154	4	154	15	96	81	.
37	COc1ccc(OC)c2sc(NC(=O)CCS(=O)(=O)c3ccccc3)nc12	.	28	168	-28	168	0	2	2	.
38	C=CCSC1=NC(N)=C(C#N)C2(CCCCC2)C1C(N)=O (configuration not stated)	4%	.	.	.	.	-22	84	106	2%
39	CC1CC(C)(C)NC(=O)O1 (configuration not stated)	14%	-6	120	6	120	-5	97	102	5%
40	O=S(=O)(NC1CCCC1)c1cccc(S(=O)(=O)N2CCC(n3nnc4ccccc43)CC2)c1	-31%	.	.	.	.	-14	57	71	-4%
41	COc1cccc(NC(=O)c2ccccc2-c2nc(-c3ccccc3)no2)c1	3%	0	113	0	113	-6	84	91	-8%
42	Cc1ccc(Cn2nc(C)c(NC(=O)c3cc(-c4ccc5c(c4)OCO5)on3)c2C)cc1	-9%	-3	109	3	109	-6	7	13	-8%
43	CCOc1ccc(C(=O)Nc2ccccc2N2CCOCC2)cc1	-2%	-5	170	5	170	-2	88	90	7%
44	Cc1cccc2c1N(C(=O)c1ccco1)C(C)(C)c1ssc(=S)c1-2	1%	-2	167	2	167	.	.	.	18%
45	O=C(COc1ccc(-n2cnnn2)cc1)NCCc1ccc(F)cc1	-4%	?	.	-41	116	8	95	87	8%
46	O=C(OCC1CCCN2CCCCC12)c1ccc2c(c1)OCO2 (configuration not stated)	-41%	6	117	-6	117	0	93	92	0%
47	O=C(CCn1nc(-c2ccccc2)ccc1=O)NCCCN1CCCCCC1	-28%	19	145	-19	145	-22	58	80	-6%
48	COc1ccccc1CN1C(=O)CCC1(C)C(=O)NCc1cccnc1 (configuration not stated)	-3%	-8	173	8	173	6	99	93	12%
49	CN1CCN(C(=O)c2c(O)c3cccc4c3n(c2=O)CC4)CC1	2%	.	.	.	.	5	107	102	4%
50	O=S(Cc1cc(Sc2ccccc2)nc(-c2ccccc2)n1)c1ccccc1 (configuration not stated)	18%	15	88	-7	173	-5	63	67	-1%

Additional results.
No.	SMILES	PLAP inhibitors HTS	NFkB transloc pot	NFkB transloc pot cell count 2 µM	IL1B NFkB inh	IL1B NFkB inh cell count 2 µM	MRP reversal	MRP reversal cytotoxicity	MRP reversal with doxorubicin	Bcl-B displacement
51	COc1ccc2[nH]c(=O)c(CN(C)C(=O)c3ccncc3)cc2c1	6%	6	91	-6	91	-12	94	106	5%
52	O=C(O)CCNC(=O)c1ccc(Br)o1	-13%	.	.	.	.	-1	111	112	1%
53	COc1ccc(-n2c(=O)[nH]cc(C(=O)Nc3ccc(NC(C)=O)cc3)c2=O)cc1	0%	-3	160	3	160	4	91	87	6%
54	CCN(CC)C(=O)c1cnn(-c2ccccc2)c1NC(=O)c1cccs1	.	4	111	-4	111	-3	102	105	.
55	CC1(CC(=O)N/N=C/c2cc(Br)c(O)cc2O)OCCO1	-54%	7	114	-7	114	.	.	.	-10%
56	Cc1ccc(C(=O)NCCCN2CCOCC2)cc1	.	12	81	-12	81	1	101	100	.
57	COC(=O)c1cc(S(=O)(=O)n2nc(C)c(Br)c2C)c(Cl)cc1Cl	0%	-16	200	16	200	-10	56	66	0%
58	C=CCN(Cc1cc(OC)ccc1OC)S(=O)(=O)N(C)C	-12%	1	113	-1	113	9	99	90	2%
59	N#Cc1cc2c(nc1SCc1ccccc1)CCCCC2	0%	-8	162	8	162	4	85	82	-1%
60	Cc1c(NC(=O)c2ccc(=O)oc2)c(=O)n(-c2ccccc2)n1C	-11%	31	150	-31	150	.	.	.	-6%
61	CC(=O)c1ccc(NCC(=O)N2CCN(c3ccccc3)CC2)cc1	-33%	5	153	-4	153	5	85	80	45%
62	O=C(CN(Cc1ccco1)C(=O)CNS(=O)(=O)c1ccc(F)cc1)NCCc1ccccc1	6%	.	.	.	.	4	94	90	-2%
63	Cc1ccc(N(CC(=O)Nc2c(C)n(C)n(-c3ccccc3)c2=O)S(C)(=O)=O)cc1C	.	13	89	-13	89	14	102	88	.
64	COc1cccc(-c2cc(C(=O)Nc3c(C)n(C)n(-c4ccccc4)c3=O)no2)c1	-28%	0	190	0	190	1	100	99	6%
65	O=C(CCN1C(=O)c2ccccc2C1=O)OCn1nnc2ccccc2c1=O	4%	6	110	-6	110	0	80	80	4%
66	CC(C)(C)OC(=O)N1CCC(c2c(C(=O)O)cnn2-c2ccccc2Cl)CC1	-34%	0	144	0	144	9	92	83	1%
67	CCOCC(=O)Nc1cccc(OC)c1	.	22	132	-22	132	-17	28	45	.
68	CCN(CC)c1ccc2oc(=O)c(C)nc2c1	0%	11	132	-11	132	8	80	72	-20%
69	Cc1ccc(S(=O)(=O)N2CCCN(c3nc4cc(C)ccc4cc3C#N)CC2)cc1	.	0	87	0	87	-7	67	74	.
70	c1ccc(-n2cnc3cc(NCc4cccs4)ccc32)cc1	-10%	1	157	-1	157	-29	23	52	3%
71	NC(=O)CNC1CC(=O)N(CCc2ccccc2)C1=O (configuration not stated)	1%	-11	162	11	162	11	102	91	4%
72	COCC(=O)Nc1cc(=O)n(C)c(=O)n1C	-20%	.	.	.	.	1	93	92	0%
73	Cc1csc(NC(=O)CN2CCCCCC2)n1	-10%	9	97	-9	97	-5	95	100	13%
74	CC1(C)CC(=O)C(C=Nc2ccc3c(c2)OCO3)=C(O)C1	5%	24	120	-24	120	-4	91	95	-5%
75	CCOC(=O)CN(C(=O)CNC(=O)c1cccs1)C(C(=O)NC1CCCCC1)c1cccnc1 (configuration not stated)	.	9	128	-9	128	3	89	86	.
76	CCCNc1nc(OCC(F)(F)F)nc(OCC(F)(F)F)n1	8%	0	162	0	162	3	90	87	9%
77	O=C1CC(C(=O)O)C2(CCCC2)O1 (configuration not stated)	.	-9	92	9	92	-10	95	105	.
78	CCCCOCCCNC(=O)c1cccs1	11%	-2	168	2	168	8	97	89	2%
79	O=S(=O)(c1ccc(Br)s1)N1CCc2ccccc2C1	.	-3	151	3	151	.	.	.	.
80	COc1ccc(CN2CCCC(C(=O)N(C)Cc3ccccc3)C2)cc1OC (configuration not stated)	-7%	-1	124	1	124	11	83	73	-7%
81	O=C(OC(C(=O)NCc1cccs1)c1ccccn1)c1cccs1 (configuration not stated)	-2%	19	159	-19	159	27	101	74	-1%
82	CCC1CCC/C1=N\NC(=O)c1cc(C)[nH]n1 (configuration not stated)	-126%	0	121	0	121	.	.	.	6%
83	N#Cc1ccccc1/C=N/Nc1nc(-c2ccccc2)c2cc(Cl)ccc2n1	16%	13	194	-13	194	.	.	.	-2%
84	COCCCN1C(=O)C(O)=C(C(=O)c2ccc(C)o2)C1c1cccc(Br)c1 (configuration not stated)	-31%	-3	99	3	99	.	.	.	-4%

This is a subset (hit frequency here may not be typical).
